# XIAP displacement = XIAP antagonists, biochemical, IAP family, fluorescence polarization (AID 1018) | XIAP BIR domain, fluorescence polarization peptide displacement; higher % means a stronger effect | displacement, % at 20 µM; hits with a dose series show IC50 in µM | 200,000 compounds, 0.007% hits; in the data active = displacement above about 50%; also: a part of the inactive calls stands beside numbers as strong as those of hits
# P. falciparum M1AAP = P. falciparum M1AAP inhibitors, biochemical, fluorogenic H-Leu-NHMec substrate, 1536-well (AID 1445); Aminopeptidase N (Plasmodium falciparum (isolate 3D7)); inhibition, % at 30 µM, or IC50 in µM where a hit was titrated; 220,000 compounds, 0.42% hits; recombinant M1AAP, H-Leu-NHMec fluorogenic kinetic assay; higher % means a stronger effect;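 active = primary inhibition above the hit cutoff, then over 50% inhibition at one or more dose response concentrations, cut at about 23% in these data, passing the limit was not always enough; inconclusive = conflicting primary data, or primary hits not chosen for dose response; inactive = low primary inhibition, or under 50% at every dose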;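 also: plate controls were DMSO full reaction for no effect and no enzyme background for full effect; strong numbers were not always called active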
# AID2073 = inhibitors of Mint1-CaV2.2 protein interaction, biochemical, HTRF (AID 2073); Voltage-dependent N-type calcium channel subunit alpha-1B (Homo sapiens); one-dose inhibition, % at 20 µM; IC50 in µM for titrated hits; 290,000 compounds, 0.19% hits; HTRF protein-protein interaction, Mint1-CaV2.2; higher % means a stronger effect; in the data active = inhibition mostly above about 51%, no sharp cut-off; inconclusive = no clear call, values can overlap the other calls; inactive = mostly below about 53%; also: some results filed as inactive read as strong as hits
# Siah-1 displacement = Siah-1 peptide-binding antagonists, primary screen, biochemical, fluorescence polarization, rhodamine-plectin, uHTS (AID 1817); 290,000 compounds, 0.02% hits; displacement, % at 20 µM; hits with a dose series show IC50 in µM; E3 ubiquitin-protein ligase SIAH1 (Homo sapiens); Siah-1 / rhodamine-plectin peptide fluorescence polarization; higher % means a stronger effect;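 active = displacement of at least 50% at 20 µM, with a fluorescence ratio check between 0.3 and a set limit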;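 also: plate controls were Siah plus tracer with DMSO for no effect and tracer alone without Siah for full effect; strong numbers were not always called active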
# NOD2 inhibition = NOD2 signaling inhibitors, cell-based, luminescence, uHTS, HEK293 (AID 1566). 290,000 compounds, 0.63% hits. one-dose inhibition, % at 4 µM; EC50 in µM for titrated hits. HEK293 NOD2/NF-kB luciferase reporter, luminescence; higher % means a stronger effect; also: many of its hits are not listed in these tables
# LYP phosphatase = inhibitors of LYP phosphatase, biochemical, fluorescence intensity, uHTS (AID 1779). Tyrosine-protein phosphatase non-receptor type 22 (Homo sapiens). recombinant LYP phosphatase, fluorescence intensity; higher % means a stronger effect. inhibition, % at 11.5 µM; hits with a dose series show IC50 in µM. 290,000 compounds, 0.054% hits;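 also: plate controls were vehicle with enzyme for no effect and no enzyme for full effect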
# Lipid droplet = inhibitors of hepatocyte lipid droplet formation, primary screen, imaging, high-throughput imaging, BODIPY stain; inhibition, % at 6.5 µM; 240,000 compounds, 0.4% hits; AID 1656, 2009; AML12 mouse hepatocytes, oleate lipid droplets;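 active = lipid droplet intensity inhibited by at least 50%, with more than 500 cells counted; inconclusive = wells with under 300 cells, treated as cytotoxic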
#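 System: AML12 hepatocytes (mouse). Probe or stimulus: oleic acid at 100 µM to induce lipid droplet formation. Times: overnight treatment with compound plus oleate. Detection: Image-based BODIPY and DAPI two-channel analysis. Evaluation: percent inhibition of filter-corrected integrated lipid droplet intensity per well.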
# ER stress rescue = rescue of cells from ER stress-induced death, primary screen, 384-well, CSM14.1, thapsigargin, ATP luminescence (AID 1222). CSM14.1 thapsigargin-induced death rescue, ATP luminescence; higher % means a stronger effect. cellular ATP content (survival), % at 20 µM, or EC50 in µM where a hit was titrated. 190,000 tested, under 10 active;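 active = EC50 below 50 µM in the dose-response confirmation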;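 also: death triggered by thapsigargin at about 15 µM added after 2 h compound pretreatment; cell ATP read after overnight thapsigargin exposure of roughly 18 to 22 hours; normalized against plate controls of thapsigargin alone and 5% DMSO vehicle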
# M17LAP inhibition = P. falciparum M17LAP inhibitors, primary screen, biochemical, fluorogenic H-Leu-NHMec substrate, 1536-well (AID 1619); Leucine aminopeptidase (Plasmodium falciparum (isolate 3D7)); one-dose inhibition, % at 30 µM; IC50 in µM for titrated hits; 220,000 compounds, 0.38% hits; recombinant M17LAP, H-Leu-NHMec fluorogenic kinetic assay; higher % means a stronger effect;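 active = compound inhibiting the enzyme by more than half at any dose during confirmatory dose-response retesting; inconclusive = strong single-dose inhibitors picked by rank but not retested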;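 also: plate controls were full reaction with DMSO carrier for no effect and no enzyme background for full effect; strong numbers were not always called active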
# Lipid droplet cells 6.5 µM = recorded beside Lipid droplet, whose call it bears; cell count; measured here: cell count, cytotoxicity flag;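 cells counted across two imaged fields per well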
# * hit, by the source's call; i = inactive; ? = inconclusive; . = no result given. Rule as the data show it, unless noted: active = inhibition above about 50%; inactive = the rest. These rows are one share of the data; count on the stated rates, not on these rows.
# Below each compound: P. falciparum M1AAP	Lipid droplet cells 6.5 µM	ER stress rescue	M17LAP inhibition	Lipid droplet	XIAP displacement	NOD2 inhibition	AID2073	Siah-1 displacement	LYP phosphatase
> CC(=O)C1=C(O)CC(C)(C)CC1=NCc1nc2ccccc2[nH]1
→ 1%	711	-1.6%	8%	0	-4.9%	17%	?	4%	-5%
> Nc1ccccc1C(=O)N/N=C1/C2CN3CCN(C2)CC1(Cc1ccccc1)C3
→ -3%	765	-1.5%	-20%	6	-2.6%	2%	15%	5%	-1%
> Cc1ccc(-c2nc(SCC(=O)Nc3cc(S(=O)(=O)N4CCCCC4)ccc3Cl)n[nH]2)cc1
→ 4%	630	-2.4%	1%	-24	-6.8%	26%	5%	3%	2%
> COC(=O)c1ccccc1NC(=O)c1cn(-c2ccc(C)c(C)c2)c(=O)c2ccccc12
→ 0%	676	6.0%	9%	-55	-2.5%	7%	18%	3%	2%
> CCN1C(=O)N(CC)C2NC(=S)NC21 (stereo unspecified)
→ 15%	744	-0.7%	-3%	6	-6.5%	10%	5%	-4%	-14%
> Cc1cc(C)nc(N/N=C/C2=C(N3CCOCC3)C(=C\c3ccc(Cl)cc3)/CC2)n1
→ 10%	677	-5.6%	19%	19	3.8%	10%	14%	6%	-2%
> CCCCOc1cccc(OCCCC)c1C(=O)Nc1cc(C)on1
→ 5%	631	.	4%	41	-0.1%	-32%	-4%	-1%	-3%
> CCOc1ccccc1CNC(=O)c1cn(C)c(=O)c2c1c1ccccc1n2C
→ 2%	780	0.1%	-2%	-105	-0.4%	-8%	16%	-8%	4%
> Cc1nnc(C)n1/N=C/c1ccc2c(c1)OCCO2
→ -1%	.	-1.4%	0%	.	-2.2%	7%	10%	-7%	-9%
> O=C(CSc1nnc(CNC(=O)c2ccco2)o1)Nc1ccc(F)cc1F
→ .	698	.	.	6	.	12%	-3%	2%	-11%
> CCN(CC)c1cc(C(F)(F)F)nc(-c2ccccn2)n1
→ 0%	.	1.6%	1%	.	-3.4%	22%	15%	4%	-6%
> Cc1ccc(S(=O)(=O)C(CCC(=O)c2ccc(Cl)cc2)C(N)=O)cc1 (stereo unspecified)
→ 2%	.	-1.3%	-6%	.	1.3%	5%	3%	-4%	-10%
> CCOc1ccc(C(=O)Nc2cccc(C(C)=O)c2)cc1[N+](=O)[O-]
→ 9%	698	1.4%	-5%	-67	-3.3%	-5%	5%	21%	-11%
> O=S1(=O)N=C(N2CCOCC2)c2ccccc21
→ 1%	.	-0.2%	-2%	.	-7.0%	-15%	-2%	1%	-10%
> O=C(O)c1ccc(S(=O)(=O)N(CCc2ccccc2)Cc2ccc(Cl)cc2)cc1
→ .	857	.	.	11	.	-6%	12%	-4%	-6%
> COC(=O)c1ccc(NC(=O)CSc2nc(N)c(NC(=O)c3ccc(Br)o3)c(=O)[nH]2)cc1
→ .	774	.	.	-8	.	-8%	0%	-3%	-10%
> O=C(Nc1cccc(C(F)(F)F)c1)c1cccnc1N1CCCC1
→ 4%	621	.	0%	-12	-4.8%	-8%	5%	2%	3%
> O=C(NCc1ccc(Cl)cc1)C1CCN(S(=O)(=O)c2ccc(N3CCCC3=O)cc2)CC1
→ .	713	.	.	-23	.	15%	10%	15%	-12%
> Cc1cc(C)nc(SCC(=O)Oc2ccc3oc(=O)cc(C)c3c2)n1
→ 4%	.	2.5%	8%	.	0.4%	6%	-8%	1%	-8%
> O=C1CC(N2CCC(c3nc4ccccc4[nH]3)CC2)C(=O)N1c1cccc(F)c1 (stereo unspecified)
→ -2%	683	0.2%	-4%	3	5.0%	27%	-2%	1%	-7%
> COc1ccc(OC)c(S(=O)(=O)Nc2ccc(Oc3ccccc3)cc2)c1
→ 0%	.	-0.9%	2%	.	-1.2%	25%	9%	-2%	4%
> CCOC(=O)C1CCN(C(=O)C2CCCCC2)CC1
→ 4%	715	1.0%	-8%	-1	0.3%	2%	-2%	3%	-5%
> CN1CCN(S(=O)(=O)c2ccc(Oc3ccc(F)c(Cl)c3)nc2)CC1
→ 6%	682	-0.3%	0%	0	-6.9%	10%	-10%	-1%	0%
> CCn1c(SCC(=O)NC2CCCC2)nnc1-c1cccnc1
→ .	813	.	.	16	.	-15%	-2%	-2%	-3%
> CCN(CC)S(=O)(=O)c1ccc(Cl)c(NC(C)=O)c1
→ 3%	674	1.6%	-3%	0	-2.3%	19%	13%	8%	-1%
> COc1nc(-c2ccccc2)cc(-c2ccc3c(c2)OCO3)c1C#N
→ 3%	650	.	8%	-13	.	-67%	28%	-6%	-3%
> Cn1nc(C(F)(F)F)c(-c2ccc(F)cc2)c1NC(=O)CSCC(=O)O
→ -8%	731	.	7%	6	.	-6%	43%	-4%	-6%
> CCC1CCCCN1CCCNC(=O)CS(=O)(=O)Cc1nc(-c2cccc(OC)c2)oc1C (stereo unspecified)
→ .	813	.	.	1	.	5%	33%	-2%	-12%
> Cc1nc2nc(C)c(NS(=O)(=O)c3ccc4c(c3)CCCC4)c(=O)n2[nH]1
→ .	843	.	.	-2	.	-28%	6%	-5%	-7%
> COc1ccc(N2C(=O)CC3(CCCC3)CC2=O)cc1
→ 2%	549	-2.3%	-3%	-5	-9.0%	13%	-1%	-2%	-6%
> CCCCn1nnnc1NCc1ccc(OC)c(OC)c1
→ 6%	625	-0.2%	-3%	7	-5.6%	8%	-6%	0%	-2%
> O=C(Cn1nc(Cc2cccnc2)c2ccccc2c1=O)NCCCN1CCCC1=O
→ -7%	.	-1.0%	-2%	.	1.7%	-1%	9%	5%	-10%
> CC(=O)Nc1cccc(OCC(=O)NS(=O)(=O)c2ccc(Cl)cc2)c1
→ 3%	769	4.7%	13%	-6	-3.7%	6%	6%	3%	-6%
> COc1cc2c(cc1OC)CN(C(=O)COc1ccccc1C#N)CC2
→ .	851	.	.	-36	.	7%	16%	-1%	-6%
> COc1ccc(-c2nc(CS(=O)CC(=O)NCc3ccco3)c(C)o2)cc1OC (stereo unspecified)
→ 13%	.	1.6%	15%	.	-2.5%	-2%	13%	1%	-5%
> Cc1cccc(NCC(=O)N/N=C/c2ccc(Br)cc2)c1
→ 0%	699	0.9%	3%	-3	-2.2%	-23%	-10%	-4%	-6%
> CC(C)=CCN1CCN(Cc2cnc(-c3ccccc3)s2)CC1CCO (stereo unspecified)
→ -4%	658	-0.8%	4%	4	-6.5%	24%	-3%	5%	-8%
> Cc1ccc(-c2cc(C(=O)N/N=C/c3c(C)nn(C)c3C)c3ccccc3n2)c(C)c1
→ 7%	.	4.4%	0%	.	-4.6%	15%	-3%	0%	-5%
> Cc1cc(=O)oc2cc(OCC(=O)N/N=C/c3ccccc3[N+](=O)[O-])ccc12
→ 2%	705	9.1%	0%	-18	-9.6%	8%	6%	9%	-1%
> N#Cc1ccc(-c2csc(NC(=O)c3ccc(S(=O)(=O)N4CCc5ccccc5C4)cc3)n2)cc1
→ 0%	664	0.0%	-1%	6	-3.8%	-10%	2%	5%	1%
> CCN(CC)C(=O)c1[nH]cnc1C(=O)N[C@@H](Cc1ccccc1)C(=O)OCc1ccccc1
→ -10%	701	0.1%	-1%	-2	0.8%	16%	18%	2%	-9%
> COc1cccc(CNc2cc(CSc3ccc(Cl)cc3)nc(C)n2)c1
→ 5%	811	1.3%	0%	18	-5.5%	15%	4%	2%	-6%
> CC(C)CC(=O)Nc1ccnn1C1CCN(C(=O)c2ccc(F)cc2Cl)CC1
→ .	852	.	.	23	.	-2%	-5%	3%	-6%
> O=C1NCC(O)=C1C=Nc1ccccc1O
→ 13%	622	.	7%	1	.	25%	4%	6%	1%
> CCNC(=S)N1CCC(n2cnc3ccccc32)CC1
→ 4%	712	2.2%	-12%	10	-3.3%	9%	-4%	18%	-6%
> N#CC1(NC(=O)CN2CCc3ccccc3C2)CCCC1
→ 7%	700	-2.6%	2%	6	-6.0%	5%	-10%	-2%	-6%
> COc1ccc(C(C(=O)NC2CCCC2)N(C(=O)c2snc(-c3ccc(F)cc3)c2N)c2cccc(F)c2)cc1 (stereo unspecified)
→ 3%	682	-2.7%	7%	2	-14%	0%	27%	4%	4%
> CCc1nnc(NC(=O)c2cc3ccccc3oc2=O)s1
→ 7%	712	-3.1%	-6%	20	1.7%	5%	4%	1%	8%
> CCO[C@H]1OC(C(=O)N2CCN(Cc3ccccc3)CC2)=C[C@@H](c2ccc(C(F)(F)F)cc2)[C@@H]1CCCO
→ 4%	748	1.5%	-7%	-4	-2.6%	-24%	4%	3%	1%
> O=C1CC(C(=O)Nc2ccc(Cl)cc2)S/C(=N\N=C\c2ccco2)N1 (stereo unspecified)
→ 6%	694	.	-3%	6	.	-9%	-3%	10%	-3%
> N#Cc1nc(COc2cccc(Cl)c2)oc1NCc1ccncc1
→ 3%	.	-5.6%	10%	.	-7.6%	-32%	-10%	-5%	-2%
> CCCNc1nc(C)c(C(C)=O)cc1C#N
→ 8%	826	-0.9%	4%	-2	-3.2%	3%	7%	-1%	-3%
> Cc1ccc(C(c2nnnn2C(C)(C)C)N2CCc3ccccc3C2)cc1 (stereo unspecified)
→ .	736	0.5%	.	-1	-3.3%	-1%	-2%	0%	-8%
> Cn1nnnc1SCC(=O)Nc1ccccc1C(=O)NC1CC1
→ 4%	801	-0.9%	13%	13	-4.4%	6%	7%	-1%	-7%
> S=C(NCCC1=CCCCC1)Nc1ccc(Cl)cc1
→ -7%	574	-1.0%	-7%	-9	-2.8%	16%	5%	2%	-8%
> COc1ccc(NS(=O)(=O)c2ccc(C)c(C(=O)NC3CCN(Cc4ccccc4)CC3)c2)cc1
→ .	800	.	.	-10	.	42%	-2%	-6%	-7%
> O=S(=O)(c1ccc(Cl)cc1)N1CCC2(CC1)OCCO2
→ .	852	.	.	-6	.	20%	4%	1%	-7%
> CCOc1c(Cl)cc(C(=O)Nc2cccc(C(=O)O)c2)cc1Cl
→ .	708	0.0%	.	3	-6.1%	-117%	12%	4%	-7%
> O=C(/C=C/c1ccco1)OCc1nnc(-c2ccccc2)o1
→ 2%	698	-0.9%	30%	-10	-1.9%	9%	36%	i	0%
